Source: PubChem BioAssay
NFkB binder: binders of NF-kB p50 subunit, primary screen, biochemical, small molecule microarray, anti-His fluorescence | calls only | anti-His fluorescence binding | AID 624139, 2012 | actives 1.3% (n = 17,000) | Nuclear factor NF-kappa-B p105 subunit (Homo sapiens), P19838;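 active means spot fluorescence over background significantly raised, with a chance value under 7% in all four replicate spots of the compound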;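 further: probe protein is his-tagged human p50 processed subunit at 1 µg/ml; raw spot fluorescence signals with no normalization applied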
Target sequence (P19838 1-433 limits assumed): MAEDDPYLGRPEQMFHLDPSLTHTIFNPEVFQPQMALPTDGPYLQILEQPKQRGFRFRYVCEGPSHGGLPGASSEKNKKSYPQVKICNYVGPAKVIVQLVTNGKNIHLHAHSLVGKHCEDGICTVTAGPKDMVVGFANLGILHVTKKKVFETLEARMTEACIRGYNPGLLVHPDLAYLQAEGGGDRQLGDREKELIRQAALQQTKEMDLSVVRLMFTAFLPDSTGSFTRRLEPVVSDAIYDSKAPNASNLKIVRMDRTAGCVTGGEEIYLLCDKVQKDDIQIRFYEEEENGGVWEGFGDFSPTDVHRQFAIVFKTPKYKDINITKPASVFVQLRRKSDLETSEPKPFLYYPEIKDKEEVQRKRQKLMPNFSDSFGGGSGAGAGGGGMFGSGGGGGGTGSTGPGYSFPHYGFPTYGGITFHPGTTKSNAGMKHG
Calls only; i = inactive. An excerpt; count on the stated rates, not on these rows.

Structure | NFkB binder
C[C@H]1CN([C@@H](C)CO)C(=O)Cc2cc(NC(=O)Nc3ccc4c(c3)OCO4)ccc2O[C@H]1CN(C)C(=O)Nc1ccc2c(c1)OCO2 | i
Cc1noc(C)c1NC(=O)Nc1ccc2c(c1)C(=O)N([C@@H](C)CO)C[C@H](C)[C@H](CN(C)C(=O)C1CCCCC1)OCCCC[C@H](C)O2 | i
C[C@H](CO)N1C[C@H](C)[C@@H](CN(C)Cc2ccc(C(=O)O)cc2)Oc2ccc(NS(=O)(=O)c3ccc(F)cc3)cc2C1=O | i
C[C@H]1CN([C@@H](C)CO)C(=O)c2cc(NC(=O)c3ccncc3)ccc2O[C@H]1CN(C)C(=O)Nc1ccc(F)cc1 | i
C[C@@H]1CN([C@@H](C)CO)C(=O)c2cccc(NS(C)(=O)=O)c2O[C@H]1CN(C)C | i
Cc1noc(C)c1NC(=O)Nc1cccc2c1O[C@H](CN(C)S(=O)(=O)c1ccc(Cl)cc1)[C@H](C)CN([C@@H](C)CO)C2=O | i
C[C@@H]1OC(OC[C@H]2O[C@@H](Oc3cc(O)c4c(=O)cc(-c5ccc(O)c(O)c5)oc4c3)[C@H](O)[C@@H](O)[C@@H]2O)[C@H](O)[C@H](O)[C@H]1O (some centres undefined) | i
CNC(=O)C(C)N(c1cc(C)cc(C)c1)S(C)(=O)=O (centres undefined) | i
CN(C)CCCSC(=N)N | i
CCOC(=O)c1ccccc1NC(=O)COc1ccccc1 | i
C[C@@H]1CN([C@@H](C)CO)C(=O)c2cc(NC(=O)Nc3ccccc3)ccc2O[C@H]1CN(C)C(=O)Nc1ccc(C(F)(F)F)cc1 | i
Cc1ccc(-c2noc(CSc3nnc(-c4ccncc4)n3-c3ccc(C)cc3)n2)cc1 | i
Cc1cc(C)nc(NS(=O)(=O)c2ccc(NC(=O)NC3CCCCC3)cc2)n1 | i
C=CC[C@@]12C[C@@H](OC)C(=O)C(OC)=C1O[C@H](c1ccc3c(c1)OCO3)[C@H]2C | i
CNC[C@H]1OCCCC[C@H](C)Oc2ccc(NS(=O)(=O)c3ccccc3)cc2C(=O)N([C@H](C)CO)C[C@@H]1C | i
COc1ccc(S(=O)(=O)Nc2ccc3c(c2)CC(=O)N([C@@H](C)CO)C[C@H](C)[C@@H](CN(C)S(=O)(=O)c2cn(C)cn2)O3)cc1 | i
CNC[C@H]1Oc2c(NC(=O)c3cc(C)nn3C)cccc2C(=O)N([C@H](C)CO)C[C@@H]1C | i
COc1ccc(-c2nnc(SCC(=O)n3c4c(c5c3CCCC5)CCCC4)n2C)cc1 | i
C[C@@H]1CN([C@@H](C)CO)C(=O)CCCn2nncc2CO[C@H]1CN(C)Cc1ccncc1 | i
Clc1ccc2nc(NCc3ccccn3)nc(-c3ccccc3)c2c1 | i
C[C@@H]1CCCCO[C@H](CN(C)C(=O)Nc2ccc(C(F)(F)F)cc2)[C@H](C)CN([C@@H](C)CO)C(=O)c2cc(NS(C)(=O)=O)ccc2O1 | i
Cc1noc(C)c1S(=O)(=O)Nc1ccc2c(c1)C(=O)N([C@@H](C)CO)C[C@H](C)[C@@H](CN(C)C(=O)NC(C)C)OCCCC[C@H](C)O2 | i
C[C@@H]1CCCCO[C@@H](CN(C)C(=O)Nc2ccccc2)[C@H](C)CN([C@H](C)CO)C(=O)c2cc(NC(=O)c3ccccc3)ccc2O1 | i
Cc1nc2ccccn2c1-c1csc(NCc2ccco2)n1 | i
Cc1noc(C)c1S(=O)(=O)N(C)C[C@H]1Oc2ccc(NC(=O)CCCN(C)C)cc2CC(=O)N([C@H](C)CO)C[C@@H]1C | i
C[C@@H]1CCCCO[C@@H](CN(C)C(=O)Nc2cccc3ccccc23)[C@@H](C)CN([C@H](C)CO)C(=O)c2cc(N(C)C)ccc2O1 | i
CC(=O)C(Sc1nc(N(C)C)nc(N(C)C)n1)C(=O)Nc1ccccc1 (centres undefined) | i
CS(=O)(=O)N(CC(=O)Nc1ccc(F)cc1F)c1ccc(Cl)cc1 | i
C#CCNC(=O)C1=C[C@H](C)[C@@H](CCCO)[C@H](OCC)O1 | i
O=C(Nc1cccc(NC(=O)c2ncn[nH]2)c1)c1cccc(Cl)c1 | i
Cc1noc(C)c1NC(=O)N(C)C[C@@H]1Oc2ccc(NC(=O)Nc3ccc4c(c3)OCO4)cc2C(=O)N([C@H](C)CO)C[C@@H]1C | i
CC(C)NC(=O)N(C)C[C@H]1OCCCC[C@H](C)Oc2ccc(NS(=O)(=O)c3cccs3)cc2C(=O)N([C@@H](C)CO)C[C@H]1C | i
C[C@@H]1CN([C@H](C)CO)C(=O)c2cc(NC(=O)Nc3ccc4c(c3)OCO4)ccc2O[C@@H](C)CCCCO[C@@H]1CN(C)Cc1ccccc1 | i
C[C@@H]1CCCCO[C@@H](CN(C)C(=O)CCCN(C)C)[C@H](C)CN([C@@H](C)CO)C(=O)c2cc(NS(=O)(=O)c3cccs3)ccc2O1 | i
COc1ccccc1CN(C)C[C@@H]1OCc2cn(nn2)CCCC(=O)N([C@H](C)CO)C[C@@H]1C | i
C[C@@H]1CN([C@@H](C)CO)C(=O)CCCn2cc(nn2)CO[C@@H]1CN(C)C | i
COc1ccc(CN(C)C[C@@H]2Oc3c(NC(=O)c4nc5ccccc5s4)cccc3C(=O)N([C@H](C)CO)C[C@H]2C)cc1 | i
CC(C)NC(=O)Nc1ccc2c(c1)C(=O)N([C@H](C)CO)C[C@@H](C)[C@H](CN(C)S(=O)(=O)c1cccs1)OCCCC[C@@H](C)O2 | i
C[C@H](CO)N1C[C@H](C)[C@@H](CN(C)C(=O)C2CCCCC2)OCCCC[C@H](C)Oc2ccc(NS(=O)(=O)c3cccs3)cc2C1=O | i
CNC[C@H]1OCCCC[C@@H](C)Oc2ccc(NC(=O)Nc3cccc4ccccc34)cc2C(=O)N([C@@H](C)CO)C[C@@H]1C | i
C[C@H](CO)N1C[C@H](C)[C@H](CN(C)C(=O)Nc2ccccc2)Oc2c(NC(=O)c3cnccn3)cccc2C1=O | i
O=C(NC1CC1)C1=C[C@@H](C2CC2)C[C@@H](OCc2ccc(CO)cc2)O1 | i
Cc1noc(C)c1S(=O)(=O)Nc1ccc2c(c1)CC(=O)N([C@H](C)CO)C[C@H](C)[C@H](CN(C)C(=O)Nc1ccc(C(F)(F)F)cc1)O2 | i
C[C@@H]1CN([C@H](C)CO)C(=O)c2cccc(NC(=O)Nc3ccc(C(F)(F)F)cc3)c2O[C@H]1CN(C)S(=O)(=O)c1ccc(Cl)cc1 | i
Cc1noc(C)c1NC(=O)N(C)C[C@@H]1Oc2c(NS(C)(=O)=O)cccc2C(=O)N([C@@H](C)CO)C[C@H]1C | i
C=CCNC(=O)[C@H]1[C@@H]2C(=O)O[C@@H](c3ccccc3)[C@@H](c3ccccc3)N2[C@@H](c2ccc(O)cc2)[C@]12C(=O)Nc1ccc(C#CC3(O)CCCCCC3)cc12 | i
O=C(NCc1ccccc1)C1=C[C@H](c2csc3ccccc23)C[C@H](OCCCCO)O1 | i
O=[N+]([O-])c1ccc(NCCNCCO)cc1 | i
COc1ccc(CN(C)C[C@@H]2Oc3ccc(NC(=O)Nc4cccc5ccccc45)cc3CC(=O)N([C@H](C)CO)C[C@H]2C)cc1 | i
[N-]=[N+]=NCc1ccccc1C[C@@]1(C(N)=O)N=C(c2ccc(OCCCO)cc2)O[C@@H]1c1ccccc1 | i
Cc1noc(C)c1NC(=O)Nc1ccc2c(c1)C(=O)N([C@@H](C)CO)C[C@@H](C)[C@@H](CN(C)C(=O)NC(C)C)OCCCC[C@@H](C)O2 | i
CN(CCc1ccccn1)Cc1cccc([N+](=O)[O-])c1 | i
COc1cc(O)cc2c1C(=O)OC(C)C2 (centres undefined) | i
C[C@@H]1CN([C@H](C)CO)C(=O)c2cccc(NC(=O)c3ccncc3)c2O[C@@H]1CN(C)CC1CC1 | i
CNC[C@@H]1Oc2ccc(NC(=O)Nc3c(C)noc3C)cc2CC(=O)N([C@@H](C)CO)C[C@H]1C | i
C[C@H]1CN([C@@H](C)CO)C(=O)Cc2cc(N(C)C)ccc2O[C@@H]1CN(C)Cc1ccccc1 | i
CCC(Sc1nc(C)cc(C)n1)C(=O)Nc1ccc(-c2nc3ccc(C)cc3s2)cc1 (centres undefined) | i
COc1cc(-c2cc(=O)c3c(O)c(OC)c(OC)c(OC)c3o2)cc(OC)c1OC | i
CCN(CC)S(=O)(=O)c1ccc(OC)c(NC(=O)c2cccnc2)c1 | i
COc1ccc(CN(C)C[C@H]2Oc3ccc(NC(=O)Cc4cn(C)c5ccccc45)cc3C(=O)N([C@H](C)CO)C[C@H]2C)cc1 | i

Compounds shown so far that contain two or more sulfur atoms, in the order listed:
Structure | NFkB binder
COc1ccc(S(=O)(=O)Nc2ccc3c(c2)CC(=O)N([C@@H](C)CO)C[C@H](C)[C@@H](CN(C)S(=O)(=O)c2cn(C)cn2)O3)cc1 | i
CC(C)NC(=O)N(C)C[C@H]1OCCCC[C@H](C)Oc2ccc(NS(=O)(=O)c3cccs3)cc2C(=O)N([C@@H](C)CO)C[C@H]1C | i
C[C@@H]1CCCCO[C@@H](CN(C)C(=O)CCCN(C)C)[C@H](C)CN([C@@H](C)CO)C(=O)c2cc(NS(=O)(=O)c3cccs3)ccc2O1 | i
CC(C)NC(=O)Nc1ccc2c(c1)C(=O)N([C@H](C)CO)C[C@@H](C)[C@H](CN(C)S(=O)(=O)c1cccs1)OCCCC[C@@H](C)O2 | i
C[C@H](CO)N1C[C@H](C)[C@@H](CN(C)C(=O)C2CCCCC2)OCCCC[C@H](C)Oc2ccc(NS(=O)(=O)c3cccs3)cc2C1=O | i
CCC(Sc1nc(C)cc(C)n1)C(=O)Nc1ccc(-c2nc3ccc(C)cc3s2)cc1 (centres undefined) | i

Sorted by SMILES length (ascending): part of the list above.
Structure | NFkB binder
CCN(CC)S(=O)(=O)c1ccc(OC)c(NC(=O)c2cccnc2)c1 | i
Cc1noc(C)c1NC(=O)N(C)C[C@@H]1Oc2c(NS(C)(=O)=O)cccc2C(=O)N([C@@H](C)CO)C[C@H]1C | i
C[C@@H]1CN([C@H](C)CO)C(=O)c2cc(NC(=O)Nc3ccc4c(c3)OCO4)ccc2O[C@@H](C)CCCCO[C@@H]1CN(C)Cc1ccccc1 | i

(further entries)
Structure | NFkB binder
COC(=O)CSc1nc(C)c2ccc(OC)cc2n1 | i
CC(NC(=O)c1ccccc1)c1nc2ccccc2n1Cc1ccc(Cl)cc1Cl (centres undefined) | i
C[C@H](CO)N1C[C@H](C)[C@H](CN(C)Cc2ccc(Cl)c(Cl)c2)Oc2c(NS(=O)(=O)c3cccs3)cccc2C1=O | i
C=CCN(Cc1ccccc1)C(=O)[C@@H]1N(C(C)(C)C)C(=O)[C@H]2[C@H](C(=O)O)[C@@H]3C=C[C@]12O3 | i
CC(C)NC(=O)Nc1ccc2c(c1)C(=O)N([C@H](C)CO)C[C@H](C)[C@H](CN(C)S(=O)(=O)c1cn(C)cn1)OCCCC[C@H](C)O2 | i
c1ccc(-c2nnc(SCc3nc4ccccc4[nH]3)n2C2CCCCC2)cc1 | i
CNC[C@H]1OCCCC[C@H](C)Oc2ccc(N(C)C)cc2C(=O)N([C@H](C)CO)C[C@H]1C | i
C#CCNC(=O)C1=C[C@H](C(C)(C)C)C[C@H](OCCCCO)O1 | i
C[C@H](CO)N1C[C@H](C)[C@H](CN(C)CC2CCCCC2)Oc2ccc(NS(C)(=O)=O)cc2CC1=O | i
NC(N)=NC(=O)c1nc(Cl)c(N2CCCCCC2)nc1N | i
C[C@H](CO)N1C[C@H](C)[C@H](CN(C)S(C)(=O)=O)OCCCC[C@H](C)Oc2ccc(NC(=O)Nc3ccccc3)cc2C1=O | i
O=C(CSc1nc(O)c(Cc2ccccc2)c(=O)[nH]1)N1CCOCC1 | i
NS(=O)(=O)c1cc(C(=O)O)cc(N2CCCC2)c1Oc1ccccc1 | i
COCCOC(=O)N1C(=O)[C@@]2(c3cc(C#CC4=CCCCC4)ccc31)[C@H](c1ccc(O)cc1)N1[C@H](c3ccccc3)[C@H](c3ccccc3)OC(=O)[C@H]1[C@@H]2C(N)=O | i
CC(=O)OC(CCCCCCCCCC(C)O)Cc1cc(O)cc(O)c1 (centres undefined) | i
CC1OC(O[C@H]2[C@@H](O)C[C@@]3(C)C([C@H](O)C[C@]4(C)C3CC=C3[C@@H]5CC(C)(C)CC[C@]5(C(=O)OC5OC(C)C(OC6OCC(OC7OCC(O)C(OC8OCC(O)C(O)C8O)C7O)C(O)C6O)C(O)C5O)CC[C@]34C)[C@]2(C)CO)C(O)C(OC2OC(CO)C(O)C(O)C2O)C1O (some centres undefined) | i
C[C@@H]1CCCCO[C@H](CN(C)Cc2ccccc2)[C@H](C)CN([C@H](C)CO)C(=O)c2cc(NC(=O)Cc3ccccc3)ccc2O1 | i
CCOc1ccc(C)cc1S(=O)(=O)Nc1ccc(Cl)cn1 | i
COc1ccc(NC(=O)Nc2nn(Cc3ccc(Cl)cc3Cl)cc2Br)cc1OC | i
COc1ccc(S(=O)(=O)N(C)C[C@@H]2Oc3ccc(NC(=O)c4ccncc4)cc3CC(=O)N([C@H](C)CO)C[C@@H]2C)cc1 | i
CCCCC/C=C\C/C=C\CCCCCCCC(N)=O | i
Cc1c(C(=O)N(C)C)sc(NC(=O)c2cc(-c3ccccn3)nc3ccc(Cl)cc23)c1C#N | i
COc1ccc([N+](=O)[O-])cc1NC(=O)c1ccccc1N(C)S(C)(=O)=O | i
C[C@@H]1CN([C@@H](C)CO)C(=O)c2cccc(NC(=O)C3CCOCC3)c2O[C@H]1CN(C)C | i
C[C@H](CO)N1C[C@H](C)[C@@H](CN(C)S(=O)(=O)c2cn(C)cn2)Oc2ccc(NS(=O)(=O)c3cn(C)cn3)cc2CC1=O | i
CC(=O)NCCc1ccc(O)cc1 | i
Cc1ccc(C(=O)C2C(=O)C(=O)N(Cc3cccnc3)C2c2ccc(Cl)c(Cl)c2)o1 (centres undefined) | i
COc1ccc(S(=O)(=O)N(C)C[C@@H]2Oc3ccc(NC(=O)CCCN(C)C)cc3CC(=O)N([C@@H](C)CO)C[C@@H]2C)cc1 | i
CC(=O)O[C@@H]1[C@@H](OC(=O)/C=C/c2ccccc2)[C@@H](OC(=O)/C=C/c2ccccc2)[C@H](O[C@H]2[C@@H]3C=CO[C@@H](O[C@@H]4O[C@H](CO)[C@@H](O)[C@H](O)[C@H]4O)[C@@H]3[C@@]3(CO)O[C@@H]23)O[C@H]1C | i
